Screens (PubChem)
ADAM10 inh: ADAM10 inhibition, QFRET primary screen; recombinant ADAM10, EDANS/DABCYL FRET peptide cleavage, 3 h; actives 0.62% (n = 370,000); inhibition, % at 7 µM;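 active means inhibition above a per-campaign cutoff equal to the mean of compounds falling between control-based bounds plus 3 SD, cut at about 20% in these data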;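 further: 0% = DMSO wells while the 100% control is not disclosed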
Target sequence (O14672 214-748 limits assumed): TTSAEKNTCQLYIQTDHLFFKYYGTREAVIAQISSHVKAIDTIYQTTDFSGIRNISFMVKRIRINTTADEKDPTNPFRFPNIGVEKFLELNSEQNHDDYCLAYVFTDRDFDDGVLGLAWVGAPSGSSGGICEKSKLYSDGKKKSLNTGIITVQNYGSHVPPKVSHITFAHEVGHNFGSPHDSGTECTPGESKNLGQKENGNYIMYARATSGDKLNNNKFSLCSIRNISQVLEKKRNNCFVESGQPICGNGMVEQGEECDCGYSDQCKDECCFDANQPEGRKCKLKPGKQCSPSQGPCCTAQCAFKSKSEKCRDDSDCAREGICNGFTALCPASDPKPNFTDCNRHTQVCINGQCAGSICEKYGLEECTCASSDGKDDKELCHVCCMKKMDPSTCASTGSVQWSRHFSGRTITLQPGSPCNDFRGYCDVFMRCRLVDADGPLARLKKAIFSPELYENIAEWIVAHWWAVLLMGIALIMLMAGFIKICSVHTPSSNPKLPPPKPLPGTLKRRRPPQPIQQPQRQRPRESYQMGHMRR
ssDAF-12 act: activators of S. stercoralis DAF-12 nuclear receptor | HEK293 ssDAF-12/GRIP1 lit1-tk-luc reporter, luminescence; % of 3 µM dafachronic acid response | activation, % at 6.8 µM | actives 1% (n = 370,000);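 active means activation above the mean over all tested compounds plus 3 SD, cut at about 0.9% in these data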;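 further: 0% = DMSO-only wells and 100% = 3 µM delta7-dafachronic acid wells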
SMARCA2 act: SMARCA2 function activation, primary screen | MG213 cells, MMTV-luciferase reporter, dexamethasone, overnight | activation, % at 9.1 µM | actives 1% (n = 370,000) | AID 652017; in the data active means activation above about 7.8%;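 further: 0% = vehicle wells and 100% = reference activator wells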
GC-A act: GC-A (human) enzyme activation | activation, % at 10 µM | HEK293 GC-A cells, cGMP TR-FRET, EC30 ANP; 0% at EC30 ANP, 100% saturating ANP | actives 0.14% (n = 370,000) | P16066; in the data active means activation above about 40%
DAX1 inh-1: DAX1 (NR0B1) inhibition, primary screen; inhibition, % at 6.8 µM; actives 1.1% (n = 370,000); HEK293T StAR-luciferase reporter, SF-1/DAX-1 repression relief; AID 652010;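 active means inhibition above the mean over all tested compounds plus 3 SD, cut at about 3.6% in these data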;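 further: 0% = DAX-1 cells with DMSO and 100% = cells lacking DAX-1 with DMSO; higher inhibition means more luminescence from relief of DAX-1 repression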
hgDAF12 agonist: activates the H. glycines DAF-12 receptor ligand-binding domain; activation, % at 6.8 µM; actives 1.8% (n = 370,000); HEK293 GAL4-hgDAF12 UAS-luciferase reporter, agonist luminescence; normalized to butyrate control;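 active means activation above a cutoff set at the mean of all screened compounds plus 3 SD, cut at about 10% in these data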;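 further: 0% = DMSO wells and 100% = sodium butyrate wells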
DAX1 inh-2: inhibits human nuclear receptor DAX1; P51843; HEK293 Gal4-DAX1 luciferase reporter, luminescence; inhibition, % at 6.75 µM; actives 0.99% (n = 340,000); AID 504766;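 active means inhibition above the mean over all tested compounds plus 3 SD, cut at about 4.2% in these data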;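 further: 0% = DAX1-transfected cells with DMSO and 100% = empty-vector control cells with DMSO; inhibition shows as a rise in luminescence from relieved DAX1 repression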
Target sequence (P51843 207-470 limits assumed): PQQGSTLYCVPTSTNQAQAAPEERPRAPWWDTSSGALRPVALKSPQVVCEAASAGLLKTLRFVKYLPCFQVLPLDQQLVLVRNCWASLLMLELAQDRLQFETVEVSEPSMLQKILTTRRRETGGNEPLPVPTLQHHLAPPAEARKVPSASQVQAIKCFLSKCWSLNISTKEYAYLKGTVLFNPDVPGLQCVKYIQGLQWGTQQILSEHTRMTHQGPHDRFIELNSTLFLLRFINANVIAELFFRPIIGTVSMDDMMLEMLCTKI
GAA850 FXN act: increases GAA850 frataxin promoter reporter activity | HEK293 lucGAA850 FXN promoter luciferase reporter, 24 h; percent of 10 µM SAHA response | activation, % at 6 µM | actives 0.56% (n = 360,000) | AID 540364;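 active means activation above the average of all compounds screened plus 3 SD, cutoff fixed separately per campaign, cut at about 7.5% in these data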;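 further: 0% = DMSO wells and 100% = 10 µM SAHA wells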
sPLA2-III inh: Inhibits HGIII-sPLA2 liposome hydrolysis, primary screen; inhibition, % at 12.2 µM; AID 743126; QFRET BODIPY PC-A2 liposome hydrolysis, fluorescence; actives 0.56% (n = 370,000);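 active means inhibition above mean plus 3 SD of compounds lying within the high and low control bounds, cut at about 19% in these data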;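 further: 0% = median of test compound wells and 100% = no enzyme DMSO wells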
GC-B act: GC-B (human) receptor activation | HEK293-GC-B cells, CNP EC30, cGMP TR-FRET; 0% at EC30 CNP, 100% saturating CNP | activation, % at 10 µM | P20594 | actives 0.11% (n = 370,000);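 active means activation at 10 µM reaching about 35% in either raw or pattern-adjusted values, limit read from the data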
hcDAF12 agonist: H. contortus DAF-12 activation, primary screen. HEK293 hcDAF-12 lit1-tk-luc reporter, luminescence; 0% DMSO, 100% Δ7-dafachronic acid. activation, % at 6.8 µM. actives 1.4% (n = 370,000);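 active means activation above the mean of all tested compounds plus 3 SD, cut at about 5.5% in these data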;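 further: 100% = response to 3 µM Δ7-dafachronic acid high control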
Starred values were filed as active, the others as inactive; / = no result given.

Under each structure – ADAM10 inh | ssDAF-12 act | SMARCA2 act | GC-A act | DAX1 inh-1 | hgDAF12 agonist | DAX1 inh-2 | GAA850 FXN act | sPLA2-III inh | GC-B act | hcDAF12 agonist
[1] Cc1ccc(NC(=O)COC(=O)C2CCN(c3ccc(C(F)(F)F)cn3)CC2)cc1C
→ 3 | 0.5 | -1 | -1 | -3.2 | 3.5 | 0.1 | 1.5 | -1 | -9 | 0.0
[2] CCN(CC)S(=O)(=O)c1ccc(OC)c(NC(=O)c2ccc(=O)[nH]c2)c1
→ 4 | -1.4 | 1 | 2 | 0.1 | 0.7 | -0.5 | 2.2 | -2 | 3 | -0.9
[3] Cc1ccc(C23CC4CC(CC(C(=O)N5CCN(C)CC5)(C4)C2)C3)cc1
→ 1 | -0.7 | 2 | -3 | 0.3 | 2.1 | -0.2 | 0.8 | -11 | -4 | 0.5
[4] CC(=O)C1C(c2cccc(F)c2)NC(=O)NC1(O)C(F)(F)F (stereo not given)
→ 6 | -0.7 | 1 | -6 | -0.4 | -0.6 | -0.3 | 0.3 | 0 | 9 | 4.6
[5] CC(=O)Nc1ccc(S(=O)(=O)N2CCN(C(=O)c3ccccc3F)CC2)cc1
→ -7 | -1.9 | -3 | 1 | -1.5 | -2.7 | -0.7 | -0.3 | 8 | 2 | -2.1
[6] CCCNC(=O)CCc1c(C)nc2nc(-c3cc(OC)cc(OC)c3)nn2c1C
→ 1 | -0.9 | -2 | 5 | -0.2 | -1.6 | 1.4 | 1.8 | -2 | 0 | -1.7
[7] Cc1ccc(S(=O)(=O)CC(=O)Nc2ccc(S(=O)(=O)Nc3onc(C)c3C)cc2)cc1
→ -3 | -1.1 | -3 | -1 | 0.1 | 5.9 | -0.9 | 0.4 | -10 | 1 | -1.4
[8] CC(C)[C@H]1CN(C)CCN1Cc1cn(C)nc1-c1cccc(Cl)c1
→ 4 | -1.2 | 1 | -5 | 0.4 | -1.7 | -0.9 | 0.4 | -9 | -4 | -0.7
[9] CC(C)/C=C1\CCCCC1N(C)C(=O)NC(C)C (stereo not given)
→ 3 | -0.9 | -1 | -4 | -0.4 | -0.4 | -0.5 | -0.9 | 4 | 0 | -1.2
[10] COc1ccc(CNCc2cc(C)c(OC)cc2C)c(OC)c1
→ 0 | -1.7 | -3 | -12 | -0.3 | -1.1 | -1.0 | -2.0 | -11 | -7 | -0.6
[11] O=c1c(Cl)c(NCc2ccc(F)cc2)cnn1C12CC3CC(CC(C3)C1)C2
→ 1 | -1.4 | -1 | -1 | -1.1 | -0.3 | -0.7 | -0.1 | -4 | 0 | -3.0
[12] Fc1ccc(CNc2ccn3nc(-c4ccccc4)cc3n2)cc1
→ -109 | -0.4 | -1 | 0 | 2.0 | 8.9 | / | 2.2 | -29 | -7 | 3.4
[13] CN(C)CCN=Cc1c(O)n(-c2ccc(S(=O)(=O)N3CCOCC3)cc2)c(=O)c2ccccc12
→ -45 | -0.9 | -1 | 1 | 0.6 | 2.6 | -0.6 | 1.6 | 9 | 0 | 0.2
[14] CCOc1ccc2nc(NC(=O)c3cccc(N4C(=O)CCC4=O)c3)sc2c1
→ -9 | -0.7 | 0 | 24 | -0.5 | 0.4 | 0.4 | 2.5 | 0 | -5 | 2.6
[15] O=S(=O)([N-]c1nc2ccccc2nc1-[n+]1ccc(-c2ccncc2)cc1)c1ccccc1
→ 0 | 0.5 | 7 | -4 | 1.6 | 10 | 2.3 | 5.8 | -12 | -3 | 6.9*
[16] CC(=O)Nc1ccc(C(=O)COC(=O)c2cccs2)c(F)c1
→ -13 | -0.4 | 2 | 5 | 3.3 | 11* | 1.1 | 2.4 | 1 | -6 | 2.1
[17] CCN(CC(=O)NCc1ccc(Cl)cc1)C(=O)CSCC(=O)Nc1ccc(C)cc1
→ 4 | -0.5 | -2 | -4 | 0.6 | -0.2 | 0.7 | 1.0 | -17 | -7 | 1.0
[18] CC1CC1C(=O)Nc1nc(-c2ccccc2)cs1 (stereo not given)
→ 1 | -0.7 | 0 | 13 | 0.1 | 8.5 | 0.0 | 1.0 | 2 | 6 | 1.7
[19] Cc1ccc(-c2nnn3c2nc(NC(C)C)c2ccccc23)cc1
→ -34 | 0.3 | 1 | 14 | 0.6 | 5.1 | 0.4 | 4.9 | 2 | 4 | 6.8*
[20] COc1ccc(S(=O)(=O)N2CCCC2C(=O)Nc2nc3c(s2)CCCC3)cc1 (stereo not given)
→ -59 | -1.4 | 0 | -1 | -1.2 | -0.1 | -1.4 | -2.2 | -14 | 3 | -2.0

Following part
Under each structure – ADAM10 inh | ssDAF-12 act | SMARCA2 act | GC-A act | DAX1 inh-1 | hgDAF12 agonist | DAX1 inh-2 | GAA850 FXN act | sPLA2-III inh | GC-B act | hcDAF12 agonist
[21] O=C(NCC(c1ccco1)N1CCCCC1)c1cccnc1 (stereo not given)
→ 0 | -0.8 | 2 | 1 | 2.7 | -0.8 | 1.2 | 0.0 | 1 | -2 | 0.3
[22] CCN(N)C(=S)Nc1ccc(F)cc1
→ -4 | -1.2 | -3 | -1 | 0.5 | 1.5 | 0.7 | 1.1 | 2 | -1 | 0.4
[23] CCOCC(=O)Nc1c(C(=O)Nc2ccc3c(c2)OCCO3)oc2ccccc12
→ -3 | -0.2 | -1 | -1 | 7.0* | 10.0 | 0.1 | 4.2 | 3 | -2 | 0.7
[24] CN(C)CCCN(C(=O)COc1ccccc1)c1nc2cc3c(cc2s1)OCCO3
→ -3 | -0.4 | 3 | 2 | 0.3 | 4.8 | 0.6 | 1.6 | -6 | -1 | 0.3
[25] Cc1cccc(Oc2ncnc3onc(C)c23)c1C
→ -2 | -1.0 | 1 | 1 | -0.1 | -0.9 | 0.5 | 1.2 | 0 | -5 | -0.7
[26] CNc1nc(SCc2ccccc2Cl)nc2c1CCCC2
→ 16 | -1.7 | 0 | -2 | -0.4 | -0.2 | -0.6 | -0.1 | -10 | -2 | -2.0
[27] COCCn1c(-c2ccc(SC)cc2)nc2c1c(=O)[nH]c(=O)n2CC(C)C
→ -345 | -1.2 | -2 | -6 | -0.2 | 4.2 | 1.4 | 0.4 | 10 | -7 | -0.3
[28] CC(C)CN(CC(C)C)C(=O)c1cn(C(C)c2ccccc2)nn1 (stereo not given)
→ -6 | -1.5 | -8 | 2 | 0.7 | -1.6 | / | / | 8 | -6 | 0.1
[29] CC1=C2N=C(N)N(Cc3ccccc3)C(Cc3ccccc3)C2n2c(=O)n(-c3ccccc3)c(=O)n2C1 (stereo not given)
→ 10 | -1.0 | -3 | -12 | -0.4 | 1.9 | / | / | 2 | -7 | 0.7
[30] COC(=O)c1ccc(/C=C/C(=O)OCC(=O)NCc2cccs2)cc1
→ -9 | -0.9 | 3 | 1 | -0.8 | 1.2 | -0.5 | -1.2 | 14 | 0 | 0.5
[31] Cc1ccc(-c2cc(C(=O)N/N=C/c3c(C)nn(C)c3C)c3ccccc3n2)cc1C
→ -53 | -0.2 | -1 | 1 | 0.1 | 1.2 | 1.1 | -0.5 | -11 | 3 | 0.8
[32] Cc1noc(NS(=O)(=O)c2ccc(NC(=O)c3cccc(S(=O)(=O)Nc4ccccc4F)c3)cc2)c1C
→ -11 | -1.5 | -2 | -2 | 0.3 | 0.6 | -0.1 | -0.5 | -18 | 5 | -0.8
[33] CCCCn1c(N)c(N(CCC(C)C)C(=O)CCCc2nc3ccccc3s2)c(=O)[nH]c1=O
→ -25 | -1.3 | -3 | 1 | -0.2 | -0.9 | 0.6 | -2.3 | 1 | -7 | -1.0
[34] COc1ccc(CCC(=O)NCc2cnn(C)c2)cc1
→ -1 | -1.3 | -3 | 7 | -0.5 | -0.2 | -0.1 | -1.1 | 0 | -4 | 0.2
[35] O=C(N/N=C1\CC2CC=CC12)c1ccccc1Cl (stereo not given)
→ 0 | -1.5 | -2 | 2 | 0.7 | 1.7 | 0.4 | 3.3 | -1 | 1 | 2.1
[36] Cc1ccc(OCC(=O)N2CCc3ccccc3C2)c([N+](=O)[O-])n1
→ 3 | -1.6 | -1 | 0 | 0.1 | -1.5 | 2.1 | 2.0 | 2 | -6 | -2.1

Reformatted as tab-separated lines: part of the list above
entry	compound	ADAM10 inh	ssDAF-12 act	SMARCA2 act	GC-A act	DAX1 inh-1	hgDAF12 agonist	DAX1 inh-2	GAA850 FXN act	sPLA2-III inh	GC-B act	hcDAF12 agonist
21	O=C(NCC(c1ccco1)N1CCCCC1)c1cccnc1 (stereo not given)	0	-0.8	2	1	2.7	-0.8	1.2	0.0	1	-2	0.3
22	CCN(N)C(=S)Nc1ccc(F)cc1	-4	-1.2	-3	-1	0.5	1.5	0.7	1.1	2	-1	0.4
23	CCOCC(=O)Nc1c(C(=O)Nc2ccc3c(c2)OCCO3)oc2ccccc12	-3	-0.2	-1	-1	7.0*	10.0	0.1	4.2	3	-2	0.7
24	CN(C)CCCN(C(=O)COc1ccccc1)c1nc2cc3c(cc2s1)OCCO3	-3	-0.4	3	2	0.3	4.8	0.6	1.6	-6	-1	0.3
25	Cc1cccc(Oc2ncnc3onc(C)c23)c1C	-2	-1.0	1	1	-0.1	-0.9	0.5	1.2	0	-5	-0.7
26	CNc1nc(SCc2ccccc2Cl)nc2c1CCCC2	16	-1.7	0	-2	-0.4	-0.2	-0.6	-0.1	-10	-2	-2.0
27	COCCn1c(-c2ccc(SC)cc2)nc2c1c(=O)[nH]c(=O)n2CC(C)C	-345	-1.2	-2	-6	-0.2	4.2	1.4	0.4	10	-7	-0.3
28	CC(C)CN(CC(C)C)C(=O)c1cn(C(C)c2ccccc2)nn1 (stereo not given)	-6	-1.5	-8	2	0.7	-1.6	/	/	8	-6	0.1
29	CC1=C2N=C(N)N(Cc3ccccc3)C(Cc3ccccc3)C2n2c(=O)n(-c3ccccc3)c(=O)n2C1 (stereo not given)	10	-1.0	-3	-12	-0.4	1.9	/	/	2	-7	0.7
30	COC(=O)c1ccc(/C=C/C(=O)OCC(=O)NCc2cccs2)cc1	-9	-0.9	3	1	-0.8	1.2	-0.5	-1.2	14	0	0.5
